Ba/F3 V617F tox = loss of viability in JAK2V617F-driven Ba/F3 cells; Ba/F3 EpoR-JAK2V617F viability, ATP luminescence; inhibition, % at 5.6 µM; 220,000 tested, 1.1% active;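 active = inhibition above the campaign mean plus 3 SD over all tested compounds, cut at about 24% in these data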;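 also: cytokine-independent growth of Ba/F3 cells driven by EpoR plus mutant JAK2; 0% = DMSO-treated cells and 100% = JAK inhibitor I control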
p97 inhibitor = human p97 ATPase inhibition. recombinant p97 ATPase, Kinase-Glo ATP luminescence, 3 h. P55072. 220,000 tested, 0.42% active. AID 1481. inhibition, % at 8 µM; in the data active = inhibition above about 15%;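 also: 0% = DMSO vehicle and 100% = wells lacking enzyme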
Target sequence (P55072 whole entry, looked up): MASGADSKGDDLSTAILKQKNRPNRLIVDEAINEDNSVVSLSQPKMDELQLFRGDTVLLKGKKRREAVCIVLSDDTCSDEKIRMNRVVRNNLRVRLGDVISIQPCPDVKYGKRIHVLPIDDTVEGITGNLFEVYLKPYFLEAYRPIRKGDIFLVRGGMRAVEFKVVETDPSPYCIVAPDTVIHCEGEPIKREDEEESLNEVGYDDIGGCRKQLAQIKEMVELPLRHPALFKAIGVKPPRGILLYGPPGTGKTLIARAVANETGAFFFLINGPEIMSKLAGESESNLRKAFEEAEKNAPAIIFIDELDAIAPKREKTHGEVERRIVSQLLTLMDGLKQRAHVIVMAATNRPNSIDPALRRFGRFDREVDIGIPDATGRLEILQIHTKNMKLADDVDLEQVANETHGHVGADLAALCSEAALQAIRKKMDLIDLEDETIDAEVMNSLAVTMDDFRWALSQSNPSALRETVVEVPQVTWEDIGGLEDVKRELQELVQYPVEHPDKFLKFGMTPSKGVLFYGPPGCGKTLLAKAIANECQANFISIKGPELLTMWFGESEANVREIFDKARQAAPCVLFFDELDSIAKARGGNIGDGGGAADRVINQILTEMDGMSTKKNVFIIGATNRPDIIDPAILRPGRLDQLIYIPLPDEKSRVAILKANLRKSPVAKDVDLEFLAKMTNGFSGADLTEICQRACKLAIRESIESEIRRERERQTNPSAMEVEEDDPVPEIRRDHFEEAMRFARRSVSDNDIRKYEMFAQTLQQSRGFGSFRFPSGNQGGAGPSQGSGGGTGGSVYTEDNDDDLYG
BaF3 parental = parental Ba/F3 viability inhibition as JAK2V617F counter-screen. inhibition, % at 5.6 µM. 220,000 tested, 1.1% active. CellTiter-Glo ATP luminescence;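 active = inhibition above a per-campaign cutoff, the mean inhibition of all tested compounds plus 3 SD, cut at about 27% in these data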;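 also: 0% = DMSO wells and 100% = JAK Inhibitor I control wells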
PPC-1+TRAIL kill = kills PPC-1 cancer cells in the presence of TRAIL; AID 1443; cell killing (% activity), % at 4 µM; 220,000 tested, 0.41% active; PPC-1 cells + TRAIL, ATPLite viability luminescence;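 active = cell killing above 50% in the first pass at 4 µM, then a duplicate retest at 5 µM averaging 50% or more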;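 also: plate controls were cells with TRAIL plus DMSO for no effect and medium-only wells lacking cells for full effect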
TbHK1 inh = blocks Trypanosoma brucei hexokinase 1 activity | recombinant TbHK1, G6PDH-coupled NADH A340 | inhibition, % at 10 µM | 220,000 tested, 0.11% active;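 active = inhibition of 50% or more in the single-dose primary screen; inactive = inhibition below 50%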
RBBP9 inhibitor = inhibitors of human serine hydrolase RBBP9. recombinant RBBP9, FP-Rh probe fluorescence polarization. 220,000 tested, 0.2% active. O75884. inhibition, % at 7.94 µM;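 active = inhibition above the campaign mean of all tested compounds plus 3 SD, cut at about 14% in these data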;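 also: plate controls were DMSO wells with RBBP9 for no effect and wells lacking RBBP9 protein for full effect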
Target sequence (O75884 whole entry, looked up): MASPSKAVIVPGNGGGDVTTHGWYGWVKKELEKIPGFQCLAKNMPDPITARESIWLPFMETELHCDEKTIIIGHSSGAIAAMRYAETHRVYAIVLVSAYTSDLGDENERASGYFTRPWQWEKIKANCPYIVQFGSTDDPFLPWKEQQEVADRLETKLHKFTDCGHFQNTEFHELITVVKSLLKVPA
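System: RBBP9 protein / Quantity: 2.5 µM RBBP9 dispensing solution, before mixing / Also added: Serine-hydrolase probe FP-Rh, 375 nM pre-mixing / Dosing: 7.94 µM single dose, 0.794% DMSO / Timing: enzyme-compound preincubation 30 min, then probe labeling 45 min, 25 °C / Signal: FP readout at 525/598 nm / Controls: DMSO-treated enzyme wells and wells lacking RBBP9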
p47phox inh = inhibitors of human p47phox binding; P14598; AID 1274; inhibition, % at 24.7 µM; 220,000 tested, 0.53% active; p47phox/p22phox peptide binding, fluorescence polarization, 2 h;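 active = inhibition above about 30%, limit read from the data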;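 also: 0% = p47phox with labelled peptide and 100% = labelled peptide alone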
PGE2 EP2 inh = inhibitors of human EP2 prostaglandin E2 receptor | AID 1422 | inhibition, % at 25 µM | C6 glioma cells expressing human EP2, cAMP TR-FRET; cells stimulated with saturating PGE2 | 260,000 tested, 0.52% active | P43116;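 active = percent inhibition above 40 after rounding to a whole number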;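 also: rat C6 glioma host cells with rolipram phosphodiesterase inhibitor present; the protocol text gives 20 µM as final concentration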
Furin inhibitor = blocks human furin protease activity; 220,000 tested, 0.061% active; inhibition, % at 30 µM; P09958; purified furin, fluorogenic substrate cleavage; in the data active = inhibition above about 25%; also: inactives centre near -15
* marks the source's active call; other numbers are inactive results; . = not tested or not shown; & = joins results of further samples; [ ] = another dose, or the depositor's remark. Some of the compounds tested; the hit share may differ from the screen's.

SMILES	Ba/F3 V617F tox	p97 inhibitor	BaF3 parental	PPC-1+TRAIL kill	TbHK1 inh	RBBP9 inhibitor	p47phox inh	PGE2 EP2 inh	Furin inhibitor
CCn1c(SC(C)C)nnc1-c1c[nH]c2ccccc12	-1	3	4	28	2	-1	-6	8	-25
O=c1oc(-c2cc3ccccc3o2)nc2sc3c(c12)CCCC3	0	4	5	11	2	-8	-9	2	-12
N#C/C(=C/C=C/c1ccccc1)C(=O)Nc1ccccc1	2	3	2	.	-12	-4	-23	8	-18
Cc1ccc(S(=O)(=O)N(C)C)cc1NC(=S)NNC(=O)C1CC1	-4	5	4	7	-7	3	-16	1	-20
O=S(=O)(c1ccc(NC(=S)N2CCN(c3ccccc3F)CC2)cc1)N1CCOCC1	1	-2	5	10	-5	-6	-19	11	-19
OC(COc1ccc2ccccc2c1)CN1CCOCC1 (stereo not given)	3	3	6	10	-7	-6	-8	21	-9[20 µM]
C=CCN1C(=O)N(c2ccc(Cl)cc2)C(=O)C1CC(=O)Nc1ccc(F)cc1 (stereo not given)	1	1	10	14	-2	4	-6	8	-30
O=C(CS(=O)(=O)c1ccc2ccccc2c1)Nc1ccccc1Cl	5	-4	7	23	0	-5	-14	7	-12
Cc1[nH]c2ccccc2c1NC(=O)CN1CCN(c2cccc(C(F)(F)F)c2)CC1	3	4	-2	13	-2	-3	-6	12	-2
CC(=O)Nc1ccc(S(=O)(=O)N2CCN(CCN3CCOCC3)CC2)cc1Cl	2	4	1	12	-6	0	-4	10	-15
O=C1C2=C(Nc3ccccc3SC2c2ccco2)c2ccccc21 (stereo not given)	-2	2	-1	5	0	-1	-27	13	-2
CC(=O)N1CCN(C2=Nc3cccc4cccc2c34)CC1	-5	4	-4	44	-8	-6	-13	15	-1
N/C(=N/OC(=O)c1ccccc1Cl)c1nonc1N	-1	1	5	9	4	-8	-9	3	-25
Cc1cc(C)c2c(=O)[nH]c(SCc3ccccc3C)nc2n1	4	-5	5	9	-4	1	-4	6	-10
Cn1c(C(=O)N2CCN(C(=O)c3ccco3)CC2)cc2c(=O)n(C)c3ccccc3c21	-4	5	4	8	0	-3	-9	5	-8
CC(C)(C)n1nnnc1C(c1ccc(C(F)(F)F)cc1)N(Cc1ccc(F)cc1)Cc1ccco1 (stereo not given)	2	-5	0	4	6	-4	-11	3	-2[20 µM]
COc1ccc(OC)c(NS(=O)(=O)c2ccc(Cl)nc2)c1	3	-3	7	3	-2	-9	-6	5	-18
COc1ccc(-c2nnn(CCC(=O)O)n2)cc1	-2	3	4	-12	1	2	-6	2	-28[20 µM]
COc1ccc(NC(=O)c2nc[nH]c2C(=O)N[C@@H](C)C(=O)OC(C)(C)C)cc1	.	.	.	-1	-9	.	3	14	-26
COc1ccccc1N(Cc1ccccc1)S(=O)(=O)c1cc(C(=O)O)ccc1Cl	1	1	11	-1	-3	-6	-14	6	-13
O=C(CN1CCCN(S(=O)(=O)c2ccc(Br)cc2)CC1)Nc1ccc2cn[nH]c2c1	0	1	3	.	-3	-5	.	12	-11[20 µM]
COc1ccc(N2C(=O)CC(N3CCC(O)(c4ccc(Br)cc4)CC3)C2=O)cc1 (stereo not given)	2	-2	3	27	-5	-11	-3	9	5[20 µM]
CCc1cc2cc(C(=O)Nc3ccccc3F)sc2s1	4	-1	8	36	4	-10	-9	9	-14
COc1ccc(NC(=O)c2cc(C3CC3)on2)c(OC)c1	3	-7	3	34	1	-6	-9	11	-13
CC(NC(=O)c1cc(-c2ccccc2)nc2ccccc12)C1CCCO1 (stereo not given)	0	-1	5	-8	-6	-8	-1	6	-9
Cc1cccc(/C(N)=N/OC(=O)N2c3ccccc3Sc3ccccc32)c1	-5	4	3	-3	-3	1	-19	25	-2[20 µM]
O=C(NN1C(=O)c2cc(Br)ccc2NC1c1ccccc1Cl)c1ccncc1 (stereo not given)	4	-5	7	45	1	-11	1	7	-12
CC(C)N1C(=S)SC(C)(C)C1NO (stereo not given)	0	5	4	0	-9	-7	-9	6	-26
CCCCSc1nnc2n(CCc3ccccc3)c(=O)c3c4c(sc3n12)COC(C)(C)C4	2	-4	4	-9	-1	-10	-11	3	-3[20 µM]
O=S(=O)(O)c1nc2ccccc2n1Cc1ccc(Cl)cc1Cl	-3	-3	9	-4	-2	5	4	11	-14
COc1ccc(OC)c(NC(=O)c2[nH]c(C)c(C(C)=O)c2C)c1	6	-5	6	19	-1	1	-12	19	-22
CCC(C)c1ccc(O)c(NC(=O)c2ncn[nH]2)c1 (stereo not given)	-1	0	3	10	-7	-1	-16	12	-11[20 µM]
Cc1nc(NC(=O)/C=C/c2ccccc2)sc1C(=O)NCCO	1	2	4	9	-26	-5	-8	6&5	-8
COc1ccccc1NC(=S)NC(=O)CC(C)C	-2	0	-1	-1	2	-5	-2	11	-9[20 µM]
O=C(NC(=S)NCCN1CCOCC1)c1ccc(Cl)cc1	7	-1	9	14	3	-1	0	11	-7
Cc1cc(NC(=O)c2ccc(Cl)cc2)c(C(C)C)cc1O	-1	1	1	5	0	-11	1	15	-25
COc1cccc(/C=C/C(=O)OCC(=O)N2c3ccccc3NC(=O)C2(C)C)c1	-3	8	2	6	-3	6	-7	6	-14
CCOC(=O)C1(CCOC)CCN(Cc2ccccc2-c2ccco2)CC1	-3	-2	-1	10	-2	-1	-17	2	-28
COc1ccc(Nc2cc(C(=O)NCCCN3CCN(C)CC3)c3ccccc3n2)c(OC)c1	1	1	8	17	-16	-3	-3	19	-19
CCOC(=O)c1sc(=NC(=O)c2cccc(C)c2)n(C)c1C	-1	0	5	11	-14	-1	-4	4	-37
COCc1[nH]nc2c1C1(C(=O)Nc3ccc(F)cc31)C(C#N)=C(N)O2 (stereo not given)	-3	3	-1	-1	2	-2	2	7	-22
O=C(Nc1ccc(Cl)cc1)OCc1cc(-c2ccccc2)on1	4	-4	6	11	3	-6	2	0	-6[20 µM]
CC1(C)CC(=O)C(CC(=O)N2CCC(Cc3ccccc3)CC2)C(=O)C1	2	1	11	4	-2	7	-7	9	-13
CN(C)S(=O)(=O)Nc1ccccc1F	-3	5	0	16	-1	-9	-14	6	-23
CC1CCCN(c2cc(N(C)CCO)c([N+](=O)[O-])c3nonc23)C1 (stereo not given)	2	-3	2	11	-23	-9	1	4	11
C/C(O)=c1/ccc2cccc3nc(C)nc1c23	-3	7	0	-1	-3	1	-3	18	-14
C=CCN1C(=O)CSc2ccc(C(=O)NCc3ccco3)cc21	2	-1	4	12	5	-2	-4	6	-7
O=S(=O)(c1ccccc1Cl)N1CCCC(c2nc(-c3cccnc3)no2)C1 (stereo not given)	0	3	3	8	2	0	-9	6	-7
COc1ccccc1Nc1nc(N)nc(CCl)n1	-2	14	2	26	-7	-1	-4	4	-14
C=CC[C@H]1CC(Cc2ccccc2)=C[C@H](CC=C)N1	-4	3	4	21	9	9	-5	6	-25
C=CCn1c(NCCO)nc2sc3c(c2c1=O)CCC3	1	1	8	-3	-11	-5	2	10	-19
COc1ccccc1N1CCN(C(=O)COc2ccc(Cl)cc2Br)CC1	1	-7	0	9	-6	-6	-5	10	-19
O=C(CSCc1cccc(Br)c1)NC1CC1	2	-4	6	37	-1	-4	-5	3	-16
O=C(Nc1ccccc1Cl)N1CCSc2ccccc21	1	0	5	-2	7	0	-2	9	-7
CC(NC(=O)c1nn(C)c(=O)c2ccccc12)c1ccccc1 (stereo not given)	4	-3	7	21	1	-1	-6	5	-16[20 µM]
O=C(NCCN1CCOCC1)c1ccc2c(c1)N(Cc1ccc(F)cc1)C(=O)CS2	2	-6	1	-3	-2	-5	3	10	-21
Cc1ccc(NC(=O)CN(C)S(=O)(=O)c2cccs2)cc1C	4	1	6	31	-3	0	-7	15	-15[20 µM]
COc1ccc(-c2ccc(/C=N/NC(=O)Cc3nnc(N)s3)o2)cc1Cl	2	10	-4	-17	-54	-2	-26	4	-13
COc1ccccc1C(=O)COC(=O)c1ccccc1O	1	2	8	20	1	-1	0	8	-27
C/[N+]([O-])=C\c1coc2ccccc2c1=O	0	4	6	18	-11	1	-5	8	-15[20 µM]

One compound at a time, from the list above:
COc1ccc(-c2ccc(/C=N/NC(=O)Cc3nnc(N)s3)o2)cc1Cl in the list: Ba/F3 V617F tox = 2; p97 inhibitor = 10; BaF3 parental = -4; PPC-1+TRAIL kill = -17; TbHK1 inh = -54; RBBP9 inhibitor = -2; p47phox inh = -26; PGE2 EP2 inh = 4; Furin inhibitor = -13
COc1ccccc1C(=O)COC(=O)c1ccccc1O in the list: Ba/F3 V617F tox = 1; p97 inhibitor = 2; BaF3 parental = 8; PPC-1+TRAIL kill = 20; TbHK1 inh = 1; RBBP9 inhibitor = -1; p47phox inh = 0; PGE2 EP2 inh = 8; Furin inhibitor = -27

Next section.
SMILES	Ba/F3 V617F tox	p97 inhibitor	BaF3 parental	PPC-1+TRAIL kill	TbHK1 inh	RBBP9 inhibitor	p47phox inh	PGE2 EP2 inh	Furin inhibitor
COc1ccccc1N1CCN(C(=O)C(Sc2ccccc2)c2ccccc2)CC1 (stereo not given)	-1	-1	2	-7	-6	-9	-23	10	-18[20 µM]
N#Cc1nc(COc2ccccc2F)oc1NCCCn1ccnc1	-2	-1	2	-6	4	-8	-8	11	-27
O=C(CN1CCCCC1)Nc1ccccc1NC(=O)CN1CCCCC1	0	-1	3	2	-2	-6	-20	4	-16[20 µM]
CCOC(=O)C(C)Sc1nc2c(c(=O)[nH]c(=O)n2C)n1Cc1ccc(Cl)cc1 (stereo not given)	3	-6	3	21	1	-7	-6	7	-13
CC1=C(SCCC#N)S/C(=C2\SC(C)=C(SCCC#N)S2)S1	-3	3	6	-5	3	-2	2	9	-21
CCc1ccc(OCCOCC(O)CNC(C)(C)C)cc1 (stereo not given)	-4	3	3	7	11	-8	-13	10	-14
COc1ccc2c(c1)CCc1c(C(=O)Nc3ccn(Cc4ccc(C)cc4)n3)noc1-2	0	0	0	50	4	-1	-11	3	-31
CC(=O)/C=C/c1ccccc1O	2	-6	2	2	-6	-2	0	6	-1
C/C(=N\NC(=O)C12CCC(C)(C(=O)O1)C2(C)C)c1ccccc1O (stereo not given)	-1	5	3	5	-19	-5	-14	6	-19
CC(=O)Nc1ccc(S(=O)(=O)Nc2nc3ccccc3s2)cc1	-2	-2	2	14	-9	-8	2	10	-21[20 µM]
COC(=O)c1sccc1NC(=O)c1cc(OC)cc(OC)c1	1	-6	5	28	-14	-17	20	9	-18[20 µM]
COc1ccc(/C=N/NC(=O)c2ccc(COc3cccc4cccnc34)cc2)cc1O	1	6	-1	0	-48	-4	-8	8	-9
O=C(NCCN1CCc2ccccc2C1)Nc1ccc([N+](=O)[O-])cc1	4	-1	1	13	-5	-3	0	8	-3
COc1ccc(-c2[nH]ncc2CN2CCC(N3CCSCC3)CC2)cc1F	1	5	4	.	0	-4	-8	15	-31
Cc1nn(C)cc1CN(C)C(=O)c1sc2cccc(Cl)c2c1Cl	1	-5	7	14	1	3	-3	12	-11
Cn1c(=O)c2c(nc(N3CCc4ccccc4C3)n2Cc2ccc(Br)cc2)n(C)c1=O	2	-6	3	37	-7	-9	-13	5	1[20 µM]
O=C(NCc1ccc(Cl)cc1)c1ccccc1Oc1ccccc1	-2	-2	3	8	1	13	-7	7	-13[20 µM]
CC(C)COc1ccc(C(=O)Nc2ccc([N+](=O)[O-])cc2)cc1	-1	4	4	4	-14	-8	-15	4	-26
